Pol kappa inh = inhibitors of human DNA polymerase kappa | purified Pol kappa, fluorescent DNA synthesis assay, 10 min | Potency, µM (titrated, usually from 107 µM), for the others: at the top dose activity, negative = inhibition, hits mostly inhibitors | 400,000 compounds, 0.53% hits; note: % is set by controls: 0 for no effect and ±100 for the full control effect
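Readout: fluorescence, taken kinetically at 0 and 10 min. Conditions: 10 nM Pol kappa, 15 min RT compound preincubation, 50 nM substrate final. Controls: enzyme-free buffer wells.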
APE1 inh = APE1 (human) endonuclease inhibition; recombinant APE1, TAMRA/BHQ-2 abasic DNA cleavage fluorescence; 350,000 compounds, 0.35% hits; Potency, µM (series often up to 65.8 µM), for the others: at the top dose activity change, negative = inhibition, hits mostly inhibitors; P27695;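 note: plate controls were vehicle for no effect and reference inhibitor for full effect; nearly all actives have a fitted effect of over 55% in size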
Target sequence (P27695 whole entry, looked up): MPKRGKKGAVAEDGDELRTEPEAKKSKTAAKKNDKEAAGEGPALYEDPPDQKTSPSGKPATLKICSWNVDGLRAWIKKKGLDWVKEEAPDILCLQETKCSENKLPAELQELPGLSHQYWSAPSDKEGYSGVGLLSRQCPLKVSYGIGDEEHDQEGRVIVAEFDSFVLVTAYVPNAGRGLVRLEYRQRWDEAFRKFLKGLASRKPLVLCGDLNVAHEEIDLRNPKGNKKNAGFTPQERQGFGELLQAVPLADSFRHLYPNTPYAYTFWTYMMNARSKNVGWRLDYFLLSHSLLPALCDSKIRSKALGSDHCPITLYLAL
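Substrate: short duplex with […] THF abasic site, 5'-TAMRA and 3'-BHQ-2, 50 nM final. APE1 at 0.75 nM, preincubated 15 min RT with compound. Fluorescence increase from first to third read measured activity.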
G9a block = blocks human histone lysine methyltransferase G9a | Q96KQ7 | G9a H3K9 monomethylation, AlphaScreen, 2 h | Potency, µM (top dose mostly 102 µM), for the others: top-dose activity, negative = inhibition, actives largely listed as inhibitors | 350,000 compounds, 8.8% hits; note: % is set by controls: 0 for no effect and ±100 for the full control effect; nearly all actives have a fitted effect of over 75% in size
Target sequence (Q96KQ7 913-1193 limits assumed): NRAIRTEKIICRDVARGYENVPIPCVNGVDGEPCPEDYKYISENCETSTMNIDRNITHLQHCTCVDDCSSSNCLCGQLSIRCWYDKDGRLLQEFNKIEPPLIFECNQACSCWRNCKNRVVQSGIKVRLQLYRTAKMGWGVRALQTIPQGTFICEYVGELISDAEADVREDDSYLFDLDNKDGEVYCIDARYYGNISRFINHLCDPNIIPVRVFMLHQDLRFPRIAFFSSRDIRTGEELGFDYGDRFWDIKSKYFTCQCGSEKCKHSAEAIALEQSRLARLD
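Step 1: enzyme (final 20 nM) with compound, 15 min RT. Step 2: substrate peptide 500 nM and SAM 20 uM, 2 h RT. Step 3: anti-H3K9me1 antibody and AlphaScreen beads, 10 min, then plate read.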
BAZ2B inh = blocks human BAZ2B; 360,000 compounds, 4.4% hits; AID 504333; AlphaScreen BAZ2B-H3K14Ac peptide displacement; Q9UIF8; Potency, µM (titrated, usually from 114 µM), for the others: at the highest dose activity change, negative = inhibition, actives largely listed as inhibitors; note: % is set by controls: 0 for no effect and ±100 for the full control effect; nearly all actives have a fitted effect of over 60% in size
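Multi-concentration screen (max 110 uM) measuring displacement of acetylated histone H3 peptide from BAZ2B by AlphaScreen, using 50 nM protein, 50 nM peptide and 10 ug/mL streptavidin donor plus Ni-chelate acceptor beads.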
POLH inh = inhibitors of human DNA polymerase eta; Q9Y253; Potency, µM (top dose mostly 114 µM), for inactives: top-dose activity change, negative = inhibition, hits mostly inhibitors; recombinant Pol eta, fluorescent DNA replication assay; 390,000 compounds, 1.2% hits; note: % is set by controls: 0 for no effect and ±100 for the full control effect
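Pol eta at 10 nM preincubated with compounds 15 min at room temperature; reaction started with fluorescent substrate (50 nM final) and read kinetically at 0 and 10 min.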
POLI inh = blocks human DNA polymerase iota activity; Q9UNA4; Pol iota fluorescent replication assay, 10 min; Potency, µM (series often up to 115 µM), for inactives: at the top dose activity, negative = inhibition, usual class: inhibitors; 390,000 compounds, 1% hits; AID 588590
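Fluorescent replication assay read twice, at 0 min and 10 min after adding 50 nM (final) substrate. Enzyme (10 nM) and compounds were first incubated 15 min at room temperature; enzyme-free buffer wells were negative controls.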
BLM helicase inh = inhibitors of human Bloom syndrome helicase BLM. recombinant BLM DNA unwinding, fluorescence dequenching. Potency, µM (doses to about 56.1 µM), for inactives: top-dose activity change, negative = inhibition, most hits filed as inhibitors. 350,000 compounds, 0.2% hits;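 note: plate controls were vehicle for no effect and no enzyme for full effect; nearly all actives have a fitted effect of over 35% in size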
Pol beta inh = DNA polymerase beta (human) inhibition; AID 485314; Pol beta primer extension/strand displacement, fluorescence kinetic; P06746; Potency, µM (series often up to 114 µM), without a hit: top-dose activity change, negative = inhibition, usual class: inhibitors; 340,000 compounds, 1.3% hits; note: % is set by controls: 0 for no effect and ±100 for the full control effect
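Preincubation: enzyme (10 nM) with compound, 15 min, RT. Reaction: substrate added to 50 nM final. Reads: 0 and 10 min. Analysis: normalized, Hill fit.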
Anesthetic bind = binds horse apoferritin like a general anesthetic | apoferritin/1-aminoanthracene competitive binding, fluorescence | Potency, µM (top dose mostly 77.5 µM), for inactives: top-dose activity change, negative = displacement, actives largely listed as inhibitors | 350,000 compounds, 0.074% hits | AID 485281; note: % is set by controls: 0 for no effect and ±100 for the full control effect; nearly all actives have a fitted effect of over 20% in size
Target sequence (P02791 2-175 limits assumed): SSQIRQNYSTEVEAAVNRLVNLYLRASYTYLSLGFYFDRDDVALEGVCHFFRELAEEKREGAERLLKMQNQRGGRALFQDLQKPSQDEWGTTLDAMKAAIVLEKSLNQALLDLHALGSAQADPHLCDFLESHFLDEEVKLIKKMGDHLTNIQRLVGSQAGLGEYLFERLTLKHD
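Steps: apoferritin (10 uM) was premixed with half-saturated 1-AMA in PBS, compounds were pin-transferred, plates stood 10 min at room temperature, fluorescence was read at 380/535 nm, and curves were fitted with a Hill equation.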
Numbers without * were called inactive; ? = inconclusive; · = not tested or not shown; & = joins results of further samples; [ ] = another dose, or the depositor's remark. Calls come from the whole dose curve; as a rule, active = well fitted curve in the direction sought with a large enough effect; inconclusive = small, poorly fitted or top-dose-only effect, or another doubt; inactive = no such curve, though single readings can be large; an effect the other way counts as inactive or inconclusive. Potency is the fitted concentration of half-maximal effect.

SMILES	Pol kappa inh	APE1 inh	G9a block	BAZ2B inh	POLH inh	POLI inh	BLM helicase inh	Pol beta inh	Anesthetic bind
Cc1cccc(CCN(C(=O)c2snc(C(N)=O)c2N)C(C(=O)NCC2CCCO2)c2ccc(F)cc2)c1 (stereo not drawn)	-16%	-5%	-11%	1%	-20%	41%[activator]	-1%	19%	-22%
COc1cc(CNC(C)C23CC4CC(CC(C4)C2)C3)ccc1OCC(=O)NC(C)(C)C (stereo not drawn)	-3%	37%[activator]	-26%	-13%	-25%	7%	1%	1%	5%
O=C(NCCOc1ccccc1Cl)c1cccc2c1C(=O)c1ccc(Cl)cc1S2(=O)=O	-6%	-8%	18%[2.33 µM]	5%	-18%	22%	·	·	·
COc1ccc(C(=O)NCCS(=O)(=O)N2CCc3ccccc3C2)cc1	-14%	-8%	-3%	19%	-4%	0%	·	·	·
N#Cc1c2n(c3c(N)ncnc13)CCCCC2	-8%	6%	1%	-3%	-15%	-8%[58.9 µM]	2%	5%	3%
O=C(C1CCN(S(=O)(=O)c2cccnc2)CC1)N1CCN(c2ccccc2Cl)CC1	-5%	-2%	1%[59 µM]	-3%	-1%	9%	1%	18%	-10%
Nc1nnc(SCc2cccc(C(F)(F)F)c2)s1	-1%	24%	1%	9%	-3%	-4%	-2%	-1%	?
COc1ccc(-n2nc(C(=O)N(C)C)nc2-c2ccccc2)cc1	-3%	3%	?	2%	-7%	19%	-6%	-12%	-3%
CCCNC(=S)Nc1ccc(CC(=O)OC)cc1	1%	0%	-20%	7%	-18%	31%[activator]	3%	0%[57.1 µM]	-1%
CCN(CC)c1ccc(N2C(=O)/C(=C/c3ccccn3)SC2=S)cc1	-12%	0%	·	-15%	-5%	7%[58.9 µM]	-1%	28%	-9%
Nc1ncnc2c1nc(Cl)n2C1OC(CO)C(O)C1O (stereo not drawn)	-1%[60.1 µM]	?	·	·	·	·	4%	·	-2%
Cc1nn(C)cc1C(=O)Nc1ccc2c(c1)OCCO2	3%	-17%	32µM*	3%	-9%	7%	3%	29%	11%
COC(=O)c1sc(NC(=O)CCCn2nc([N+](=O)[O-])cc2C)c(C(=O)OC)c1C	-6%	17%	20%[59 µM]	-10%	-7%	10%	1%	2%	-4%
CCOc1ccc(-n2c(C)nc3cc(C(=O)NCCN4CCOCC4)ccc32)cc1	-3%	10%	7%[59 µM]	-6%	5%	17%	8%	10%	6%
S=C(NCc1ccco1)Nc1ccc(Oc2ccc(Cl)cc2)cc1	-8%	18%	·	-28%	-8%	12%	-14%	5%	1%

Copied from the list:
Anesthetic bind result of Cc1cccc(CCN(C(=O)c2snc(C(N)=O)c2N)C(C(=O)NCC2CCCO2)c2ccc(F)cc2)c1 (stereo not drawn) → -22%
Pol kappa inh result of O=C(NCCOc1ccccc1Cl)c1cccc2c1C(=O)c1ccc(Cl)cc1S2(=O)=O → -6%

An excerpt from above with just BLM helicase inh, POLI inh and Anesthetic bind.
| mol | BLM helicase inh | POLI inh | Anesthetic bind |
| --- | --- | --- | --- |
| Cc1nn(C)cc1C(=O)Nc1ccc2c(c1)OCCO2 | 3% | 7% | 11% |
| COC(=O)c1sc(NC(=O)CCCn2nc([N+](=O)[O-])cc2C)c(C(=O)OC)c1C | 1% | 10% | -4% |

Going on with the list.
SMILES	Pol kappa inh	APE1 inh	G9a block	BAZ2B inh	POLH inh	POLI inh	BLM helicase inh	Pol beta inh	Anesthetic bind
CC1CCCN(CCCNC(=O)CN2C(=O)COc3ccccc32)C1 (stereo not drawn)	-2%	-7%	·	-3%	0%	-8%	2%	51%	4%
C/C(=N\NC(=S)NC(C)C)c1ccc2c(c1)OCCO2	-8%	-5%	?	?	-14%	1%	-4%	12%	-11%
CCN(CC)c1ccc(/C=N/NC(=O)Nc2nonc2N)cc1	-7%	4%	?	9%	-11%	1%	-10%	-2%	31%[activator]
COc1ccc(NS(=O)(=O)c2ccc(N/N=C/c3ccc(N4CCOCC4)cc3)c([N+](=O)[O-])c2)cc1	-6%	3%	-17%[59 µM]	?	-5%	50%[activator]	-2%	2%	-3%
COc1cc(C(=O)OCCCN2CCCN(CCCOC(=O)c3cc(OC)c(OC)c(OC)c3)CC2)cc(OC)c1OC	-11%[60.1 µM]	-6%	-103%[59 µM]	·	0%[57.1 µM]	6%[58.9 µM]	32%[activator]	9%[57.1 µM]	3%[29.3 µM]
COc1ccc(C2C(C(=O)N3CCN(C)CC3)c3ccccc3C(=O)N2C2CCCCC2)cc1 (stereo not drawn)	5%	-1%	14%[12.7 µM]	-3%	-8%	14%	-4%	23%	-12%
COc1ccc(OC)c(NC(=S)N2CCCC2)c1	-8%	49%[activator]	?	-15%	-19%	47%[activator]	1%	4%	-7%
O=C(CSc1oc(-c2ccccc2)nc1S(=O)(=O)c1ccc(Cl)cc1)c1ccccc1	-6%	·	11µM*	-6%	-20%	-8%	-7%	3%	-10%
CCOC(=O)N1CCC(NC(=O)c2cnn3c2NC(c2ccco2)CC3C(F)(F)F)CC1 (stereo not drawn)	-14%	3%	?	-22%	-10%	-11%	-5%	29%	-15%
COCCN(CC1CCCN(C2Cc3ccccc3C2)C1)C(=O)CCC(C)=O (stereo not drawn)	-1%	31%	27%	-16%	0%	-4%	-3%	4%	-8%
Cc1ccc(-c2cn(-c3cccc(Cl)c3)c(S(=O)(=O)CC(=O)Nc3ccccc3F)n2)cc1	5%	·	?	?	4%	?	-7%	6%	-12%
Cc1ccc(C(=O)Nc2ccccc2C(=O)NCc2cccnc2)cc1	-18%	-13%	·	-4%	-9%	-14%	-4%	1%	-5%
Cc1ccc(Cl)cc1N1CCN(C(=O)Cn2nc(C)c3sc4ccccc4c3c2=O)CC1	4%	·	?	-27%	-7%	35%[activator]	-9%	-26%	-7%
CCOC(=O)C1CCN(C(=O)c2cc(CN3C(=O)c4ccccc4C3=O)ccc2OCC)CC1	-4%	12%	-4%	1%	-2%	-4%	·	·	·
O=C(CN1C(=O)NC2(CCOc3ccccc32)C1=O)Nc1cccc(Cl)c1 (stereo not drawn)	-19%	8%	3%	-7%	-13%	-17%	-5%	13%	?
CCc1ccc(-c2nnn(CCC#N)n2)cc1	-3%	-4%	20%	1%	-20%	32%[activator]	1%	14%	-9%
O=C(Nc1cccc2c1CCCC2)c1ccccc1F	-3%	5%	·	15%	-20%	11%	-1%	10%	-13%
O=C(NCC(=O)N(c1ccc2c(c1)OCO2)C(C(=O)NC1CCCC1)c1cccs1)c1ccco1 (stereo not drawn)	-10%	0%	4%[59 µM]	·	-3%	10%	-3%	3%	-14%
CCNc1cc(N2CCN(C3CCCCC3)CC2)c2noc3c2c1C(=O)c1ccccc1-3	-9%	·	?	35µM*	5%	42%[activator]	-3%	17%	-3%
Cc1nn(C)c2c1c(C(F)(F)F)cc(=O)n2CC(=O)NC(C)(C)C	0%	·	-2%[59 µM]	-4%	-10%	-9%	-3%	35%	-8%
COc1ccccc1C(CC(=O)Nc1ccc(Cl)cc1)c1ccc(OC(C)C)cc1 (stereo not drawn)	-16%	3%	10%[59 µM]	34%[activator]	-13%	10%	-5%	47%	-8%
O=C(Cc1ccccc1)N1CCc2[nH]nc(-c3ccccc3)c2C1	0%	15%	-3%	-26%	-13%	175%[activator]	0%	-9%	5%
Cc1ccc(S(=O)(=O)Nc2ccc(Nc3ccccc3)cc2)cc1	1%	-5%	·	?	-20%	35%[activator]	-9%	-5%	-21%
Cc1ccccc1OCCCCn1cnc2ccccc21	-4%	-6%	?	9%	?	20%	-6%	4%	?
CC(C)(C)NC(=O)c1cc(C(C)(C)C)c(O)c(C(C)(C)C)c1	-10%	1%	15%[59 µM]	10%	-2%	11%	1%	36%	-2%
O=C(/C=C/c1ccc(F)cc1)c1ccc(N2CCOCC2)cc1	-16%	-2%	3%	-13%	2%	6%	-5%	-2%	-9%
COc1ccc(CCNC(=O)C2CCN(C(=O)c3ccccc3C)CC2)cc1	0%	0%	5%	-4%	-3%	19%	-4%	2%	-1%
COc1ccc(OC)c(NC(=O)c2ccc(S(=O)(=O)N3CCOCC3)cc2)c1	-11%	-5%	?	-7%	-6%	116%[activator]	0%	42%	-6%
c1ccc(N2CCN(c3nc4cc5c(cc4s3)OCO5)CC2)cc1	0%&8%	-2%	?	2%	-12%	17%&10%	-1%	-8%	0%
CC(=O)NC1=NN(C(C)=O)C(c2ccccc2)S1 (stereo not drawn)	-5%	4%	2%	-13%	-3%	22%	0%	-2%	-1%
O=C(N/C(=C\c1cccs1)C(=O)N1CCOCC1)c1cccs1	-6%	10%	?	4%	2%	30%[activator]	-3%	-1%	-6%
COc1ccc(/C=C/C(=O)OCC(=O)NC(C)CCc2ccccc2)cc1OC (stereo not drawn)	-12%	14%	·	·	-15%	-17%	·	·	·
O=C(NCc1cccnc1)Nc1ccc(Cl)cc1	-3%	-4%	-30%	2%	3%	18%	2%	18%	-7%
Cc1ccc(NC(=O)CSCc2ccco2)cc1	-13%	1%	-39%	-20%	-11%	60%[activator]	0%	-1%	?
CCC(C)NC(=O)CSc1nc2cc3c(cc2c(=O)n1CCCC(=O)NCCc1ccc(OC)c(OC)c1)OCO3 (stereo not drawn)	-4%[60.1 µM]	·	15%[59 µM]	-3%	-17%	7%	3%	36%	2%
O=C(OCc1ccccc1)C1=NNC2C(=O)N(c3ccccc3)C(=O)C12 (stereo not drawn)	-5%	-4%	18%[59 µM]	-2%	-18%	116%[activator]	0%	6%	2%
COc1ccc(N=c2sc3ccccc3n2C)cc1	-10%	-2%	5%[59 µM]	2%	-4%	?	-10%	4%	-17%
CCc1c(C)c2ccc(OCC(=O)OC(C)C)c(C)c2oc1=O	-1%	-4%	1%[59 µM]	2%	-2%	-8%[58.9 µM]	-11%	-3%	-1%
CC(C)Oc1ccccc1/C=N/NC(=O)c1ccccc1Cl	-14%	2%	44%[12.7 µM]	-18%	-3%	4%	-5%	-18%	-13%
COc1cc(/C=C/C(=O)c2ccc3c(c2)OCCO3)cc(Br)c1OCC(=O)N(C)C	-13%	10%	-77%	-28%	?	?	-6%	11%	-19%

Bioassay records: PubChem BioAssay, National Center for Advancing Translational Sciences (NCATS)

These rows are one share of the data; rates above refer to the full screens.
